# ERAP1 inh: human ERAP1 aminopeptidase inhibitors, primary screen, biochemical, single point, plate reader. Endoplasmic reticulum aminopeptidase 1 (Homo sapiens), Q9NZ08. recombinant ERAP1, Leu-AMC fluorescence, 60 min. inhibition, % at 10.7 µM. 340,000 tested, 0.15% active;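 active means mean replicate inhibition of at least 30%, or all replicates individually reaching that 30% level; inactive means mean below 30% and not every replicate reaching it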;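 further: 0% = neutral control wells and 100% = L-leucinethiol positive control wells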
# ERp5 inh: inhibitors of ERp5-driven insulin aggregation, primary screen, biochemical, turbidity, absorbance 650 nm, single point; 90 min; inhibition, % at 9.99 µM; 350,000 tested, 0.05% active; AID 651711, 2012;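 active means mean replicate inhibition above about 25%, with every replicate also reaching it, limit read from the data, passing the limit was not always enough; inconclusive means only one of those two criteria met; inactive means neither criterion met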
# Xi reactivation: activators of inactive X chromosome reactivation, primary screen, imaging, XiGFP fibroblasts, GFP high-content imaging, set 2. XiGFP mouse fibroblasts, % GFP-positive cells imaging, 3 d; cells co-treated with 5-aza-dC sensitizer; scaled so ellipticine positive control = 100%. activation, % at 7.58 µM. 360,000 tested, 0.055% active. AID 743238, 2013;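 active means mean normalized replicate activation at least 10% and every replicate at or above 10%; inconclusive means only one of the two criteria met; inactive means mean below 10% and not all replicates reach 10%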;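 further: 0% = median of on-plate neutral control wells and 100% = ellipticine 6 µM median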
#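 System: 68-5-11 XiGFP fibroblast line; Timing: 3 days compound exposure; Compound dosing: one concentration, pinned; Benchmarks: positive control ellipticine, 6 µM final; Buffer or medium: DMEM containing 5-aza-dC.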
# esBAF inh: Bmi1 luciferase reporter increase in mESCs, primary screen, esBAF inhibitor project, mouse ES cells, Bmi1 luciferase knock-in, single point. 24 h; 100% = twice the neutral-well signal. reporter increase, % at 12.5 µM. 350,000 tested, 2% active. AID 602393, 2012; in the data active means activation above about 40%; inconclusive means no clear call, values can overlap the other calls;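 further: 0% = median of the plate's neutral control wells and 100% = double that signal; a rise in the Bmi1 reporter signal indicates esBAF inhibition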
# E-sel inducer: E-selectin induction in HUVECs, primary screen, imaging, HUVEC, immunofluorescence imaging, single point | activation, % at 7.58 µM | normalized: neutral wells 0, TNF-alpha wells 100 | AID 686992, 2013 | P16581 | 260,000 tested, 0.37% active;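 active means mean E-selectin-positive cell signal at least 10% of the positive control, reached in at least 60% of replicates, without over 20% cell loss; inconclusive means no rule given, readout overlaps actives, possibly toxicity-flagged; inactive means the rest, including those meeting only one limit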;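 further: in these data hits start at about 27%; measured in HUVEC primary endothelial cells; signal is the percent of cells scored E-selectin positive by PE staining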
# Target sequence (P16581 whole entry, looked up): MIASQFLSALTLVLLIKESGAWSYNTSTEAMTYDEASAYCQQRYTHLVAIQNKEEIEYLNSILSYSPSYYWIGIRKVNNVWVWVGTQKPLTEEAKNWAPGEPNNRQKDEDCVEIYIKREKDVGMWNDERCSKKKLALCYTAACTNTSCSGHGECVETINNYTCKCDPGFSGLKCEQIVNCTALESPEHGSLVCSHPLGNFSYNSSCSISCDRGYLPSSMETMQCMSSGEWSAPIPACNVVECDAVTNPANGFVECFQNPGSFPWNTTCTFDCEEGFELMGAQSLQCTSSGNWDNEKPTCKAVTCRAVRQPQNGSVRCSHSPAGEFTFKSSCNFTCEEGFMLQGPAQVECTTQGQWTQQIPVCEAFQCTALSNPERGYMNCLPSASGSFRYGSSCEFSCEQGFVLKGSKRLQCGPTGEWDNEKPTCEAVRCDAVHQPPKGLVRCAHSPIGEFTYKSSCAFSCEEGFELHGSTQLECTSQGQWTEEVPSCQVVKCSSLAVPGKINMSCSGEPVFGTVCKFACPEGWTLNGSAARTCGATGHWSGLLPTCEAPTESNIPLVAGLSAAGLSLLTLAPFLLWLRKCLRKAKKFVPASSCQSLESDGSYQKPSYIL
#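 Assay system: HUVEC, human umbilical vein endothelial cells / Amount: 3,000 HUVEC/well / Controls: TNF-alpha positive control, DMSO neutral control / Compound dosing: single concentration / Medium: EGM-2 over gelatin coat / Evaluation: percent E-selectin-positive cells / Signal: immunofluorescence imaging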
# RAD54 branch: inhibitors of human RAD54 branch migration, primary screen, biochemical, fluorescence, single point. DNA repair and recombination protein RAD54-like (Homo sapiens), Q92698. inhibition, % at 10.4 µM. 360,000 tested, 0.14% active. RAD54 Holliday junction branch migration, FAM/BHQ fluorescence. AID 602329, 2012;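 active means mean normalized replicate activity at least 40 and at least half of replicates scoring 40 or more; inconclusive means only one of the two criteria met; inactive means mean below 40 and under half of replicates reaching 40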;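 further: 0% = median of neutral control wells and 100% = median of positive control wells; inhibitors cause a drop in the FAM fluorescence signal; in these data hits start at about 50%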
# RAD52 inh: RAD52 DNA annealing inhibitors, primary screen, biochemical, FRET, single point, set 2; DNA repair protein RAD52 homolog (Homo sapiens), P43351; recombinant RAD52 DNA annealing, FRET fluorescence; inhibition, % at 18.7 µM; 360,000 tested, 0.46% active;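 active means every replicate showing at least 50% inhibition; inconclusive means mean inhibition at least 50% but not in every replicate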
# S100A4 inh HTS: inhibitors of S100A4-myosin IIA peptide binding, primary screen, biochemical, fluorescence polarization, TAMRA-MyoIIA peptide. 360,000 tested, 0.14% active. inhibition, % at 10.7 µM. AID 652163, 2013;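 active means mean inhibition of at least 70% across replicates, with every replicate also reaching that level; inconclusive means mean inhibition reaches 70% but some replicates fall short; inactive means mean inhibition below 70%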
# Target sequence (P26447 whole entry, looked up): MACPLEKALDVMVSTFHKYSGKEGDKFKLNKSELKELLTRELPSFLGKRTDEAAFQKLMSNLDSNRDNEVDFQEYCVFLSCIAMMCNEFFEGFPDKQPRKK
#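 System – human S100A4 monomer protein, biochemical binding assay · Buffer or medium – Calcium-containing HEPES buffer, pH 7.2 · Timing – 5 min between mix addition and reading · Also added – TAMRA-labelled myosin IIA heavy-chain peptide probe, 5 nM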
# * hit, by the source's call; ? = inconclusive; . = no result given; & = joins results of further samples.
SMILES,ERAP1 inh,ERp5 inh,Xi reactivation,esBAF inh,E-sel inducer,RAD54 branch,RAD52 inh,S100A4 inh HTS
CCOc1ccc(-n2c(C)c(C(C)=O)c3cc(O)ccc32)cc1,-4,4,0.1,-11,.,1,-17,-7
CN1CCN(C(=O)C[C@@H]2CC[C@@H](NS(=O)(=O)c3cccc(F)c3)[C@H](CO)O2)CC1,4,-3,-0.1,-4,-0.5,2,-11,-4
Cc1nn(-c2ccccc2)c(/N=C/c2ccc(O)cc2)c1-c1ccccc1,-1,0,0.0,?,0.5,9,6,-6
CC1=C(C(=O)N(C(C)C)C(C)C)CC(CC(=O)NC2CCCCC2)C(=O)N1Cc1ccc(C(C)(C)C)cc1 (configuration not stated),-1,-3,-0.1,-3,0.1,8,-15,-3
O=C1CCN(Cc2ccccc2)S(=O)(=O)c2ccc(C(F)(F)F)cc21,4,2,0.7,1,0.9,0,-2,-18
COc1ccc2c3c([nH]c2c1)[C@H](CO)N(Cc1nccs1)CC31CCN(C(=O)C2CCCCC2)CC1,-3,-1,0.0,.,-0.2,.,-31,2
CCOc1ccc(C(=O)Nc2ccc3c(c2)C(=O)NC3=O)cc1,-1,2,0.2,4,0.0,9,-8,-4
CO[C@@H]1CN(C)C(=O)c2cc(NC(=O)c3cnccn3)ccc2OC[C@@H](C)N(CC2CC2)C[C@@H]1C,-4,.,0.1,.,-0.2,.,7,5
Cc1ccccc1-c1nnc(SCC(=O)NCC2CCCO2)o1 (configuration not stated),3,3,0.8,2,-0.3,-6,0,9
Cc1ccc(S(=O)(=O)N2CCOC2CNC(=O)C(=O)NCCc2ccccc2)cc1 (configuration not stated),0,-1,0.0,0,0.2,7,-19,2
COCCN1C[C@@H](CO)O[C@@H](n2cnc3c(N(C)C(C)C)ncnc32)C1,-1,-1,0.1,-11,0.1,1,10,-7
Cn1cnc(S(=O)(=O)N2CC[C@H]3[C@H](CO)Nc4ccc(-c5ccccc5F)cc4[C@H]32)c1,.,.,0.1,2,-0.3,-8,.,.
O=C(Nc1ccc(-c2ccccc2)cc1)[C@@H]1[C@@H](CO)[C@@H]2Cn3c(cccc3=O)[C@@H]2N1CC1CCCCC1,2,-1,-0.1,6,-2.1,-7,11,2
Cc1ccc(C(=O)C(C)OC(=O)CN2C(=O)NC3(CCCC3)C2=O)cc1 (configuration not stated),0,0,0.0,-8,.,10,-4,-1
O=C(c1ccccc1)N1CCN(c2ccc([N+](=O)[O-])c(NCc3cccnc3)c2)CC1,0,4,0.4,.,-0.8,2,-6,2
C[C@@H]1CCCCO[C@@H](CN(C)C(=O)C2CCCCC2)[C@@H](C)CN([C@H](C)CO)C(=O)c2cc(NC(=O)CCCN(C)C)ccc2O1,.,.,-1.1,3,3.3,4,.,.
Cc1ccc(C(=O)/C=C/c2ccc3c(c2)OCO3)o1,-2,-1,.,13,.,2,-23,-1
CCN(C(=O)COC(=O)c1ccc2c(c1)OCO2)c1ccc(F)cc1,0,1,-0.1,1,0.7,-7,-7,-1
CN1CCN(c2ccc(CNC(=O)c3ccc(-c4ccnn4C)c4ccoc34)cc2)CC1,5,1,0.0,16,-0.2,-4,13,-1
CN(N=Nc1ccccc1C(=O)O)C1CCCCC1,2,0,0.1,-1,.,-3,-9,0
Cc1cc(C)c(NC(=O)c2ccc(S(=O)(=O)N(C)C)cc2)c(C)n1,1,-5,.,-4,.,-8,-7,-4
O=C(CN1C(=O)NC(Cc2c[nH]c3ccccc23)C1=O)Nc1cccc(S(=O)(=O)N2CCOCC2)c1 (configuration not stated),.,-2,0.7,1,0.1,.,-4,-3
CO[C@H]1CN(C)C(=O)c2ccc(NC(=O)c3ccc4c(c3)OCO4)cc2OC[C@@H](C)NC[C@@H]1C,1,-2,0.0,-7,-0.1,-1,3,-1
CN(CC(=O)Nc1cccc(F)c1)C(=O)c1cccc(S(=O)(=O)N2CCN(c3ccc(F)cc3)CC2)c1,1,0,0.0,-1,-0.2,-1,18,-2
COC(=O)c1sccc1S(=O)(=O)NC(C)c1cnn(-c2ccc(OC)cc2)c1C (configuration not stated),-6,2,0.8,.,-0.1,1,6,-10
CCO[C@@H]1OC(C(=O)NCc2ccccc2)=C[C@H](C2CC2)[C@H]1CCCO,2,1,0.3,-3,0.0,-7,-11,3
CCCc1cn(CC[C@H]2CC[C@@H](NC(=O)C3CCC3)[C@H](CO)O2)nn1,-2,-3,-0.6,-1,-0.6,-7,4,3
CCN(CC(=O)Nc1ccc(NC(C)=O)cc1)C(=O)C(c1ccccc1)c1ccccc1,-3,-4,0.0,.,.,.,-30,1
CCOc1ccc(N(CC)C(=O)c2nn(-c3ccc(OC)cc3)c(=O)c3c2c2ccccc2n3C)cc1,-11,7,0.2,-5,0.1,-1,-14,0
Cc1ccc(S(=O)(=O)N(C)C[C@H]2Oc3ccc(NC(=O)Nc4ccc5c(c4)OCO5)cc3CC(=O)N([C@@H](C)CO)C[C@H]2C)cc1,-2,-5,-0.8,1,3.8,2,-17,7
C[C@H](CO)N1C[C@H](C)[C@H](CN(C)C(=O)CCCN(C)C)OCCCC[C@H](C)Oc2ccc(NS(=O)(=O)c3ccc(Cl)cc3)cc2C1=O,-1,2,-0.2,-1,0.2,9,49,1
CCOC(=O)C1(Cc2cccc(OC)c2)CCN(CC=C(C)C)CC1,-1,?,0.0,-8,6.8,-13,-15,-3
O=C(/C=C/c1ccccc1)Nc1cccc(C(=O)O)c1,-8,-2,0.2,.,3.5,.,-13,-4
COc1ccc(S(=O)(=O)Nc2ccc3c(c2)C(=O)N([C@H](C)CO)C[C@H](C)[C@H](CN(C)Cc2ccncc2)O3)cc1,-7,7,-0.2,-5,0.1,4,2,-2
Cc1cc(=O)oc2cc(OCC(=O)OCC(=O)Nc3c(C)n(C)n(-c4ccccc4)c3=O)ccc12,1,0,0.0,-3,.,.,-7,5
O=C(C[C@@H]1C/C=C/CCCC(=O)O[C@H](c2ccccc2)CNC1=O)NCCO,.,4,0.8,-11,0.0,5,-6,-2
CC(C)CC#Cc1ccc2c(c1)O[C@H](CN(C)C(=O)c1ccccn1)[C@H](C)CN([C@@H](C)CO)S2(=O)=O,1,-2,-1.7,6,-0.2,-11,-5,2
O=C(NC1CCCC1)C1CC(=O)N(c2ccc(F)cc2)C1 (configuration not stated),2,3,0.1,-3,.,8,7,4
C=CCN(C(=O)CSc1nnnn1C)c1nc(-c2ccccc2)cs1,-3,4,-0.1,31,0.2,-6,-9,5
O=C(C[C@H]1C/C=C\C[C@@H](Cc2ccc(F)cc2)C(=O)OC[C@@H]2CCCN2C1=O)NCCO,.,2,0.4,3,-0.3,1,-7,2
O=C(CCc1nnc(C2(c3ccc(Cl)cc3)CCC2)o1)NC1CC1,1,-1,0.3,.,1.3,.,-1,-2
CCNC(=O)C[C@@H]1CC[C@H]2[C@H](COc3ccc(NC(=O)Nc4ccc(Cl)cc4)cc3C(=O)N2C)O1,0,-1,0.1,0,0.2,10,1,-7
COc1cc(NC(=O)c2ccc(COCC(F)(F)F)o2)cc(OC)c1OC,4,3,.,-1,.,-2,-15,0
C[C@H](CO)N1C[C@H](C)[C@H](CN(C)S(C)(=O)=O)Oc2ncc(C#CC(C)(C)O)cc2C1=O,1,-2,-0.8,-2,0.0,1,-4,-1
O=S(=O)(NCC[C@H]1CC[C@H](NS(=O)(=O)c2ccccc2Cl)[C@@H](CO)O1)c1ccc(F)cc1,-1,1,0.3,3,0.3,-16,-75,54
C[C@@H]1CCCCO[C@H](CN(C)CC2CC2)[C@@H](C)CN([C@H](C)CO)C(=O)c2cc(NS(=O)(=O)c3ccc(Cl)cc3)ccc2O1,0,2,0.1,-5,0.0,-2,9,3
C/C=C/c1ccc([C@H]2[C@@H](CO)N(C(=O)C3CC3)[C@H]2CNC(=O)NC(C)C)cc1,-2,-5,0.5,0,0.1,0,-13,-1
COc1ccc(CN(C)C[C@@H]2Oc3ccc(NC(=O)NC4CCCCC4)cc3CC(=O)N([C@H](C)CO)C[C@@H]2C)cc1,-2,6,0.0,-1,1.2,12,-6,2
COc1ccc2ccc(OCC(=O)NCC3CCCO3)cc2c1 (configuration not stated),0,-2,0.0,5,.,-8,-7,3
CCOC(=O)c1ccc(NC(=O)c2c(N)n(C)c(=O)n(C)c2=O)cc1,.,.,0.2,6,-0.2,-4,.,.
CNC[C@H]1Oc2c(NC(=O)C3CC3)cccc2C(=O)N([C@H](C)CO)C[C@@H]1C,-2&2,-6&4,0.1&0.8,-5&-4,0.6&0.0,5&-4,-7&-15,15&0
O=C(C1CCCN(c2ncnc3c2nc2n3CCCCC2)C1)N1CCCCC1 (configuration not stated),0,-4,0.4,3,.,-2,-3,-15
O=C(C[C@@H]1CC[C@H]2[C@@H](COC[C@H](O)CN2C(=O)Nc2ccccc2)O1)NCc1ccncn1,-4,1,-0.1,0,0.0,5,-9,-5
O=C(c1cc2ccccc2s1)N1CCOCC1,4,-2,-0.1,.,-4.1,.,6,-2
N/C(=N\OC(=O)c1csnn1)c1ccc(C(F)(F)F)cc1,.,0,-0.1,.,1.0,0,-1,10
O=C(Nc1ccc(Cl)cc1C(=O)N1CCCCC1)c1ccco1,-2,-1,0.2,-2,.,-11,-9,-6
CC(C)(C)OC(=O)CNC(=O)c1[nH]cnc1C(=O)N[C@@H](Cc1ccccc1)C(=O)OCc1ccccc1,2,-4,0.1,1,.,-6,2,-31
COc1ccc2c3c([nH]c2c1)[C@@H](CO)N(C(=O)CN1CCOCC1)CC31CCN(C(=O)NC(C)C)CC1,2,1,0.2,.,-0.5,.,-16,-7
N#C/C(C(=O)N1CCOCC1)=C1/SC(Cc2ccccc2Cl)C(=O)N1c1ccccc1 (configuration not stated),1,2,0.0,.,-0.5,.,-24,2
COCCN1C(=O)C(=O)/C(=C(/O)c2ccc(C)cc2)C1c1ccccn1 (configuration not stated),6,3,0.3,4,1.0,-7,-20,-2
Cc1[nH]c2ccc(F)cc2c1CCN(Cc1cccnc1)C(=S)Nc1ccccc1,4,10,-0.1,.,.,.,-35,-2
CN(C)CC(=O)N1[C@@H](CO)[C@H](c2ccccc2)C12CN(C(=O)c1cccc(F)c1)C2,0,2,0.0,.,0.1,.,-19,-5

# Bioassay records (PubChem BioAssay)
